From PubChem BioAssay
NCOA3 inh: inhibitors of human steroid receptor coactivator 3 (SRC3). inhibition, % at 3.6 µM. HEK293 GAL4-SRC3 luciferase reporter, luminescence. 360,000 compounds, 0.17% hits. Q9Y6Q9;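 active = inhibition above a per-campaign cutoff, the mean of all compounds plus 3 SD, cut at about 60% in these data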;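 also: 0% = DMSO-treated cells and 100% = gossypol-treated cells at 36 µM; higher means less SRC3-driven luciferase light from the GAL4 reporter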
NCOA1 inh: inhibits human SRC1 coactivator | AID 588354 | HEK293 GAL4-SRC1 luciferase reporter, luminescence | inhibition, % at 3.6 µM | 360,000 compounds, 0.12% hits;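 active = inhibition above the campaign mean plus 3 SD, with each screening campaign given its own cutoff, cut at about 60% in these data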;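 also: 0% = DMSO treated cells and 100% = gossypol at 36 µM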
TRAIL sens C8: sensitizes caspase-8 expressing cells to TRAIL. NB7+C8 cells + TRAIL, ATPlite viability luminescence. inhibition (viability loss, TRAIL sensitization), % at 10 µM. 360,000 compounds, 1% hits;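 active = compounds causing at least 50% loss of cell viability in the single-dose screen, relative to plate controls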
LMP1 NFkB inh: inhibitors of Epstein-Barr LMP1-induced NF-kappaB reporter; LMP1-induced NF-kappaB luciferase reporter cells, luminescence; inhibition, % at 12.5 µM; 350,000 compounds, 0.69% hits; AID 504558; in the data active = inhibition above about 41%;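 also: 0% = neutral control wells and 100% = reference inhibitor control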
TWEAK Fn14 block: inhibitors of TWEAK-Fn14 interaction signaling. TWEAK-stimulated Fn14 reporter cells, luciferase luminescence, 8 h. inhibition, % at 10 µM. AID 1159606. 360,000 compounds, 2% hits; in the data active = inhibition above about 50%
CF NFkB block: cystic fibrosis NF-kB activation inhibition; KKLEB NF-kB-GFP reporter, PAF-induced, GFP fluorescence overnight; inhibition, % at 5 µM; 360,000 compounds, 0.86% hits;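 active = at least 50% inhibition at 5 µM, scaled per plate between neutral and stimulator controls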;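 also: PAF is a Pseudomonas aeruginosa culture filtrate used as stimulus; plate controls were PAF-stimulated DMSO wells for no effect and unstimulated DMSO wells for full effect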
TROY NFkB inh: TROY signaling inhibition; Q293 LMP1-TROYcd NF-kB luciferase reporter, 4 h; inhibition, % at 10 µM; 360,000 compounds, 0.98% hits; AID 1347056;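 active = compounds whose plate-normalised and pattern-corrected inhibition of the luciferase reporter signal at the single screening dose is 50% or more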
NR5A2 inv ag: NR5A2 inverse agonism in reporter assay | O00482 | 360,000 compounds, 0.13% hits | inhibition, % at 3.6 µM | HEK293T StAR-luciferase reporter, LRH-1 transfected, 24 h;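 active = inhibition above the mean inhibition of all tested compounds plus 3 SD, cut at about 73% in these data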;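 also: 0% = DMSO wells and 100% = reporter-only cells lacking LRH-1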
Target sequence (O00482 whole entry, looked up): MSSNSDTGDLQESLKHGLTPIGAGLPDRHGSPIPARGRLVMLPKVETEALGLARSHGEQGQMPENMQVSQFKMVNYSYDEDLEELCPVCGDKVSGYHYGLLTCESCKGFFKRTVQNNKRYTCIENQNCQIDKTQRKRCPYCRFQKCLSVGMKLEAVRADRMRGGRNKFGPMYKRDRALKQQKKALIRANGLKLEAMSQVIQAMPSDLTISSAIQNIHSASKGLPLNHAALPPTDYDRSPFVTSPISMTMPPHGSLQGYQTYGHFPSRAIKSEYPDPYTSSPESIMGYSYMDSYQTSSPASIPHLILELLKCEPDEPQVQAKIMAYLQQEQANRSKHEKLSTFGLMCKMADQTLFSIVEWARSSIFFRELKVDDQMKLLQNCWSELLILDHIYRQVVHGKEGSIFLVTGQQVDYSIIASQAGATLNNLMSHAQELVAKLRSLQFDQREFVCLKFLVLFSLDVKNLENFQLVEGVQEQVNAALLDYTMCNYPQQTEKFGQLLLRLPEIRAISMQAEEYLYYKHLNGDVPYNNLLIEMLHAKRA
Shn3 3UTR inh: Schnurri-3 reporter inhibition in Clone20 osteoblasts; 360,000 compounds, 0.52% hits; inhibition, % at 12.5 µM; Clone20 osteoblast Shn3 3'UTR firefly luciferase, 24 h;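 active = mean inhibition of at least 75% with every replicate also reaching 75%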;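 also: 0% = median of neutral control wells and 100% = pilot-screen positive control compound; some compounds past the cut are filed as inactive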
COUP-TFII inh: NR2F2 (human) inhibition, primary screen | HEK293T NGFI-A luciferase reporter, luminescence | inhibition, % at 8.6 µM | 370,000 compounds, 0.7% hits;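 active = inhibition above a per-plate cutoff, mean inhibition of test wells between control levels plus 3 SD, cut at about 38% in these data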;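 also: cells cotransfected with COUP-TFII expression vector driving the NGFI-A reporter; 0% = median of COUP-TF2 test wells and 100% = reporter-only cells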
Target sequence (P24468 whole entry, looked up): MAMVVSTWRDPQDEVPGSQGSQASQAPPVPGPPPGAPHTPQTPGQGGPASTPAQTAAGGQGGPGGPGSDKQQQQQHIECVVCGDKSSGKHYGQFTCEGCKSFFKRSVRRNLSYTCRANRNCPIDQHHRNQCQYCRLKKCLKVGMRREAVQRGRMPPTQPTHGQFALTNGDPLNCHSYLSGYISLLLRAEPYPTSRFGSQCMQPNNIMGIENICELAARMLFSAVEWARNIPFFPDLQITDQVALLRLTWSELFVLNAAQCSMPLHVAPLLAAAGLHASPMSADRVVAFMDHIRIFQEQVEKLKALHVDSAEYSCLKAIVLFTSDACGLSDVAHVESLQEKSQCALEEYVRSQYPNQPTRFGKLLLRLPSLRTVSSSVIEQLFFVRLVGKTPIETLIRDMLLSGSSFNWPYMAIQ
KKLEB tox: CF airway cell cytotoxicity counter-screen; KKLEB CF airway cells viability, ATPlite luminescence, overnight; hits give low values; cells stimulated with P. aeruginosa culture filtrate; activity change (cytotoxicity), % at 5 µM; 360,000 compounds, 0.36% hits;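 active = corrected activity change at or below -50% at 5 µM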
* hit, by the source's call; . = not tested or not shown.

Screens in order – NCOA3 inh	NCOA1 inh	TRAIL sens C8	LMP1 NFkB inh	TWEAK Fn14 block	CF NFkB block	TROY NFkB inh	NR5A2 inv ag	Shn3 3UTR inh	COUP-TFII inh	KKLEB tox
- O=S(=O)(/N=C(/Nc1ccc(F)cc1F)c1ccc(Cl)cc1)c1ccccc1
→ -9	-11	5	-2	3	7	5	-2	1	2	-3
- O=[N+]([O-])c1cc2c(c(CSc3nnc4ccccn34)c1)OCOC2
→ -3	-9	20	-1	6	-12	3	1	-21	11	5
- Cc1ccc(S(=O)(=O)/N=C2/C=C(Sc3ncn[nH]3)C(=O)c3ccccc32)cc1
→ 94*	91*	40	64*	95*	100*	38	97*	98*	.	-58*
- CCOc1ccc(CN2CCNC(=O)C2CC(=O)NCc2cc(C)n(C)n2)cc1 (stereo not drawn)
→ 19	4	-3	4	-2	-5	-9	-7	3	-13	-3
- COc1cc(OC)c(NC(=O)CCCn2c(=O)oc3ccccc32)cc1Cl
→ -23	5	23	0	3	8	-15	7	-26	17	3
- CC(C)[C@H](NC(=O)NCCC1=CCCCC1)C(=O)O
→ -1	4	4	1	1	-8	11	-8	8	9	14
- CC1CNC(=S)N(c2ccc(F)cc2)C1=O (stereo not drawn)
→ -12	0	-4	-11	7	-23	-9	-23	-1	2	-3
- O=C(NCc1ccccc1F)c1ccc2c(c1)OCCO2
→ -51	-42	19	-20	1	5	-47	-36	-14	-13	-3
- Cc1cc(C)c(NC(=S)N2CCCC2C(=O)O)c(C)c1 (stereo not drawn)
→ 3	-9	-2	-20	11	-1	20	-8	-8	-15	11
- CC(Oc1ccc(Cl)cc1Cl)C(=O)Nc1ccncc1 (stereo not drawn)
→ 15	23	6	4	12	9	-1	24	.	33	-16
- CCc1nc(SCc2cccnc2)c2c(=O)n(C)c(=O)n(C)c2n1
→ 9	-1	1	6	2	-29	-7	8	14	7	24
- COc1ccc(C(=O)NCCCn2ccnc2)cc1
→ 2	3	15	2	6	7	17	-8	1	14	3
- CCCCCCC(=O)Nc1c(O)c2ccccc2[nH]c1=O
→ -1	-2	-8	3	-3	-18	9	13	-7	-8	-2
- Cc1nc2sccn2c(=O)c1Br
→ -25	4	-14	-2	1	0	4	11	-14	-6	0
- O=C(CS(=O)(=O)c1ccccc1)c1cc2cc(F)ccc2oc1=O
→ -8	-3	-3	-12	41	2	16	-7	-16	.	0
- O=C(Cc1noc2ccccc12)Nc1ccc(Cl)cc1
→ -16	-23	-9	-7	-5	5	-44	-24	-8	-10	-8
- COc1cccc(NC(=O)Nn2cnnc2)c1
→ 7	8	19	1	3	-50	-10	5	7	-16	9
- CCOC(=O)c1ccc(NC(=O)NS(=O)(=O)c2ccc(C)cc2)cc1
→ 10	-12	-18	-3	-9	-9	-4	-5	-1	-20	-1
- COc1cccc(OCC(O)CN2CCN(c3ccc(F)cc3)CC2)c1 (stereo not drawn)
→ 0	-4	-8	.	-3	4	17	-20	8	19	6
- CC(=O)NC(CC(=O)Nc1ccc(S(=O)(=O)N2CCCCC2)cc1)c1ccccc1 (stereo not drawn)
→ 7	-1	-12	5	12	10	-5	-16	-7	16	4
- COc1ccc(N2CCN(C(=O)c3ccc(F)cc3)CC2)c([N+](=O)[O-])c1
→ 7	-4	-1	-6	11	-6	3	2	19	-3	4
- CC(C)Sc1ccc(C(=O)Nc2ccc(F)cc2F)cn1
→ -68	-43	12	-19	-24	-17	-20	-80	-57	-6	-1
- Cc1ccc(S(=O)(=O)N2CCC(C(=O)OCC(=O)N3CCC(C)CC3)CC2)cc1C
→ -41	-15	-17	-27	-7	-6	0	-11	-25	-4	-14
- CC(C)(C)OC(=O)N1CCC(C(=O)Nc2ccc(C(=O)NCc3ccccc3)cc2)CC1
→ -1	9	-12	0	7	-6	20	0	30	-1	5
- C[C@H](NC(=O)[C@@H]1CSC2c3ccccc3C(=O)N21)C(=O)NCc1c(F)cccc1Cl (stereo partly drawn)
→ -2	11	-12	-8	-11	-15	-21	-12	21	-1	13
- Cn1cc(CNC(=O)c2cc(-c3ccc(Br)cc3)nc3ccccc23)cn1
→ -2	3	3	-9	-26	-2	-20	-17	-1	-5	13
- O=C(Nc1cc(S(=O)(=O)N2CCOCC2)ccc1O)c1ccco1
→ 7	-15	-1	-1	-1	1	5	11	10	-9	-10
- O=S(=O)(NCC(c1ccco1)N1CCN(c2ccccc2F)CC1)c1ccccc1 (stereo not drawn)
→ -12	17	-5	-5	12	10	2	-8	15	-2	-3
- CC(C)(C)NC(=O)c1c(F)c(F)c(F)c(F)c1F
→ 7	1	-4	3	11	2	6	-6	-19	-2	14
- O=C1NC[C@H](c2ccccc2)OC(=O)[C@@H](Cc2ccc(F)cc2)C/C=C\C[C@H]1CC(=O)N(CCO)Cc1ccccc1
→ 24	30	22	7	43	84*	22	30	27	8	-53*
- O=C(NC(=S)Nc1nc(-c2ccccc2)cs1)c1cncc(Br)c1
→ 1	-1	-3	20	1	26	24	-19	-12	-4	14
- O=C(Nc1nc(N2C(=O)c3ccccc3C2=O)n(-c2ccccc2)n1)c1ccc(F)cc1
→ -4	-9	11	6	4	6	-21	1	9	-7	-2
- CC(=O)c1ccc(NC(=O)Cn2nc(C)c([N+](=O)[O-])c2C)cc1
→ 3	-41	9	-5	-10	-13	4	38	-12	6	7
- CCCS(=O)(=O)N1CCCC(C(=O)Oc2ccc(OC)cc2)C1 (stereo not drawn)
→ 5	-16	-13	-13	-2	12	0	-42	-111	-7	-4
- COc1ccc([C@@H]2[C@@H]3C(=O)N(C(C)(C)C)C(=O)[C@@H]3[C@]3(C)C(=O)N(c4cccc(C)c4)C(=O)N23)cc1
→ -10	-27	-14	6	5	-1	6	4	-8	-25	3
- O=C(NC1CCN(Cc2ccc(Cl)cc2)CC1)c1cn(-c2ccccc2)nc1-c1cccnc1
→ 15	0	-1	17	-4	4	15	3	35	-1	-9
- COC(=O)c1csc2c(C(F)(F)F)cc(N3CCN(C(=O)Nc4ccccc4)CC3)nc12
→ 25	-23	9	3	-27	27	-27	-4	37	-9	-16
- Cc1oc(-c2ccc(Cl)cc2)cc1C(=O)N1CCC1(C)C(=O)O (stereo not drawn)
→ -53	-48	-1	.	3	2	-60	-40	-12	-16	7
- O=S(c1ccsc1)c1ccsc1
→ -4	-72	1	-1	-19	-6	3	7	-11	-4	-1
- CC1CC1C(=O)N1CCN(S(=O)(=O)c2cccc(F)c2)CC1 (stereo not drawn)
→ 9	7	-12	-1	16	0	-22	-3	-5	-20	6

Eleven structures already listed, sorted by formula weight, ascending:
Screens in order – NCOA3 inh	NCOA1 inh	TRAIL sens C8	LMP1 NFkB inh	TWEAK Fn14 block	CF NFkB block	TROY NFkB inh	NR5A2 inv ag	Shn3 3UTR inh	COUP-TFII inh	KKLEB tox
- COc1cccc(NC(=O)Nn2cnnc2)c1
→ 7	8	19	1	3	-50	-10	5	7	-16	9
- CC1CNC(=S)N(c2ccc(F)cc2)C1=O (stereo not drawn)
→ -12	0	-4	-11	7	-23	-9	-23	-1	2	-3
- Cc1nc2sccn2c(=O)c1Br
→ -25	4	-14	-2	1	0	4	11	-14	-6	0
- O=C(NCc1ccccc1F)c1ccc2c(c1)OCCO2
→ -51	-42	19	-20	1	5	-47	-36	-14	-13	-3
- Cc1oc(-c2ccc(Cl)cc2)cc1C(=O)N1CCC1(C)C(=O)O (stereo not drawn)
→ -53	-48	-1	.	3	2	-60	-40	-12	-16	7
- O=[N+]([O-])c1cc2c(c(CSc3nnc4ccccn34)c1)OCOC2
→ -3	-9	20	-1	6	-12	3	1	-21	11	5
- O=C(CS(=O)(=O)c1ccccc1)c1cc2cc(F)ccc2oc1=O
→ -8	-3	-3	-12	41	2	16	-7	-16	.	0
- COc1cc(OC)c(NC(=O)CCCn2c(=O)oc3ccccc32)cc1Cl
→ -23	5	23	0	3	8	-15	7	-26	17	3
- Cn1cc(CNC(=O)c2cc(-c3ccc(Br)cc3)nc3ccccc23)cn1
→ -2	3	3	-9	-26	-2	-20	-17	-1	-5	13
- C[C@H](NC(=O)[C@@H]1CSC2c3ccccc3C(=O)N21)C(=O)NCc1c(F)cccc1Cl (stereo partly drawn)
→ -2	11	-12	-8	-11	-15	-21	-12	21	-1	13
- COc1ccc([C@@H]2[C@@H]3C(=O)N(C(C)(C)C)C(=O)[C@@H]3[C@]3(C)C(=O)N(c4cccc(C)c4)C(=O)N23)cc1
→ -10	-27	-14	6	5	-1	6	4	-8	-25	3

New compounds follow:
Screens in order – NCOA3 inh	NCOA1 inh	TRAIL sens C8	LMP1 NFkB inh	TWEAK Fn14 block	CF NFkB block	TROY NFkB inh	NR5A2 inv ag	Shn3 3UTR inh	COUP-TFII inh	KKLEB tox
- Cn1c(C(=O)N2CCN(c3ccc(Cl)cc3)CC2)cc2c(=O)[nH]c3ccccc3c21
→ -3	16	14	27	2	4	5	3	17	-24	-1
- O=C(COc1ccc2c(c1)CCC2)NCc1ccccc1
→ 11	-3	27	-5	-34	0	-60	-19	-8	-17	-10
- CC(=O)c1ccc(NC2OC(C)C(O)C(O)C2O)cc1 (stereo not drawn)
→ 8	0	11	0	-1	-9	-10	10	-22	-18	5
- Cc1csc(NC(=O)CSc2nc(C)cs2)n1
→ -27	-3	19	-10	-51	-6	-28	-21	.	10	4
- CCOc1cc(CNCc2cccnc2)ccc1OCC(=O)NC(C)(C)C
→ -5	-32	2	3	-1	13	5	-1	-17	1	-5
- CCN(CC)C(=O)COc1ccc(S(=O)(=O)N2CCOCC2)cc1
→ -2	1	-22	-7	5	-3	-8	-15	10	1	-2
- Cc1ccccc1C(=O)Nc1nnc(-c2ccc(C(C)(C)C)cc2)s1
→ -7	-33	8	-16	-16	6	-27	-13	15	0	-12
- Cc1cc(/C=C2\SC(=S)N(Cc3ccco3)C2=O)c(C)n1-c1ccccc1
→ 21	5	22	0	62*	-14	4	29	-50	8	2
- CCOc1ccccc1NC(=O)N1CCN(S(C)(=O)=O)CC1
→ 27	-18	-4	-11	-36	-7	8	-2	-10	-17	5
- Cc1ccc(CNC(=O)c2ccc(N3CCC4(CC3)CC(c3cccc(Br)c3)=NO4)c(N)c2)cc1
→ 2	2	22	0	23	13	0	11	26	14	3
- CCCCNC(=O)C(NC(=O)c1cccc(C(F)(F)F)c1)C(=O)c1ccccc1 (stereo not drawn)
→ 7	0	0	.	-20	-7	6	-5	-12	-10	-3
- Cc1cc(N2C(=O)C(O)=C(C(=O)c3ccco3)C2c2cccc(O)c2)no1 (stereo not drawn)
→ 16	4	8	-1	-5	-17	-8	7	-22	-7	3
- CCOC(=O)CN1C(=O)N[C@@H](c2cccc(C(F)(F)F)c2)C(C(C)=O)=C1C
→ 13	-10	-1	2	7	16	-4	3	4	.	-15

A portion of the library; the hit share may differ from the screen's.
